Screens (PubChem BioAssay)
mouse EphA4 binding: EphA4 ligand-binding antagonists – biochemical, colorimetric, mouse EphA4, primary screen (AID 689) | EphA4-AP binding to KYL peptide, pNPP A405; higher % means a stronger effect | inhibition, % at 10 µM, or IC50 in µM where a hit was titrated | 62,000 compounds, 0.1% hits; in the data active = a potency from the dose series; inactive = the rest, 99 in 100 with inhibition below about 22%
An asterisk follows results filed as active; & = joins results of further samples. A portion of the library (hit frequency here may not be typical).

SMILES	mouse EphA4 binding
Cn1c(=O)c(C#N)c(-c2ccccc2)n2cnnc12	-5%
Cc1cccnc1-n1c(CCN2C(=O)c3ccccc3C2=O)nc2ccccc2c1=O	-13%
CCOC(=O)C1=CS/C(=C2/C(=S)C(C)(C)Nc3cc(C)ccc32)S1	6%
CCC(=O)Nc1cccc(NC(=S)NC(=O)Cc2ccccc2)c1	-8%
CC(=O)c1ccc(OCCCC(=O)OCc2nnc(-c3ccc(Cl)cc3)o2)cc1	7%
CCc1c(-c2ccccc2)nc2nc(C)c(C)nn12	5%
CCOC(=O)c1c(C)nc2sc3c(=O)n(-c4ccc(C)cc4)cnc3c2c1-c1ccc(OC)cc1	-7%
Cc1noc(/C=C/N(C)C)c1S(=O)(=O)N1CCCC(C(=O)NCc2ccc(F)cc2)C1 (configuration not stated)	-12%
CCOC(=O)c1cc2sc(C)cc2n1CC(=O)N(CC)CC	-4%
CCOc1ccccc1-c1cc(-c2ccccc2)nc2c1c(=O)n(C)c(=O)n2C	-2%
Cc1ccc(/C=N/n2cnnc2)s1	2%
COc1cccc(C2N(c3ccccn3)C(=O)C3CCCN32)c1OC (configuration not stated)	3%
Cc1nn(C)c(C)c1-c1c(C#N)c(N)nc2c1CCCCCC2	-6%
Cc1c(/N=C/c2ccco2)n(Cc2ccccc2)c2ccccc12	-7%
O=P(c1ccccc1)(c1ccccc1)C1CCCO1 (configuration not stated)	-6%
COc1cccc(-c2csc(N3CCN(C(=S)Nc4ccccc4)CC3)n2)c1	-8%
Cc1ccc(CN2C(=O)CCC2C(=O)N2CCN(c3ccc(F)cc3)CC2)cc1 (configuration not stated)	7%
O=C(Nc1ccccc1Cl)N1CCN(c2ccc3nnc(-c4ccccc4)n3n2)CC1	-5%
Cc1cc(/C=C2/NC(=O)NC2=O)c(C)n1C	-2%
CCOC(=O)c1[nH]c(C)c(/C(O)=C2\C(=O)C(=O)N(CCCN(C)C)C2c2ccncc2)c1C (configuration not stated)	-8%
Cc1cc(NS(=O)(=O)c2ccc(Nc3nc(-c4ccccc4)cs3)cc2)no1	-4%
Cc1cc(NC(=O)C2CCN(S(=O)(=O)c3cccs3)CC2)no1	7%
COc1ccc(F)cc1S(=O)(=O)NC1CC(C)(C)NC(C)(C)C1	-3%
CCC1Oc2ccccc2N(CC(=O)Nc2ccccc2OC)C1=O (configuration not stated)	-18%
O=C(NCC1(c2ccccc2)CCOCC1)c1ccc(Br)o1	-1%

Sorted by count of non-hydrogen atoms (ascending): part of the list above.
SMILES	mouse EphA4 binding
Cc1cc(/C=C2/NC(=O)NC2=O)c(C)n1C	-2%
CCc1c(-c2ccccc2)nc2nc(C)c(C)nn12	5%
Cc1cc(NC(=O)C2CCN(S(=O)(=O)c3cccs3)CC2)no1	7%
Cc1c(/N=C/c2ccco2)n(Cc2ccccc2)c2ccccc12	-7%
Cc1ccc(CN2C(=O)CCC2C(=O)N2CCN(c3ccc(F)cc3)CC2)cc1 (configuration not stated)	7%
Cc1cccnc1-n1c(CCN2C(=O)c3ccccc3C2=O)nc2ccccc2c1=O	-13%
CCOC(=O)c1[nH]c(C)c(/C(O)=C2\C(=O)C(=O)N(CCCN(C)C)C2c2ccncc2)c1C (configuration not stated)	-8%

Reprinted at random: 7 compounds from above
SMILES	mouse EphA4 binding
CCOC(=O)c1c(C)nc2sc3c(=O)n(-c4ccc(C)cc4)cnc3c2c1-c1ccc(OC)cc1	-7%
Cc1cc(NS(=O)(=O)c2ccc(Nc3nc(-c4ccccc4)cs3)cc2)no1	-4%
CCC(=O)Nc1cccc(NC(=S)NC(=O)Cc2ccccc2)c1	-8%
CCOc1ccccc1-c1cc(-c2ccccc2)nc2c1c(=O)n(C)c(=O)n2C	-2%
COc1cccc(C2N(c3ccccn3)C(=O)C3CCCN32)c1OC (configuration not stated)	3%
CCc1c(-c2ccccc2)nc2nc(C)c(C)nn12	5%
Cc1nn(C)c(C)c1-c1c(C#N)c(N)nc2c1CCCCCC2	-6%

Continuation:
SMILES	mouse EphA4 binding
O=C(CSc1nnc(SCC(=O)Nc2ccc(F)cc2)s1)Nc1ccc(F)cc1	-2%
c1ccc(-c2cn3nc(-c4ccccc4)c(-c4ccccc4)nc3n2)cc1	1.2µM*
Cc1cc(C(=O)CN2C(=O)C3CC=CCC3C2=O)c(C)n1-c1ccccc1 (configuration not stated)	-3%
CC(C)(C)c1cc(S(N)(=O)=O)c2cc(C(C)(C)C)cc(S(N)(=O)=O)c2c1	-2%
COc1cccc(C2CC(c3ccc(C(C)C)cc3)n3nc(N)nc3N2)c1 (configuration not stated)	-7%
CCOC(=O)C1=C(C)N=C(SC)N(C)C1c1ccccc1 (configuration not stated)	-13%
CCOC(=O)NC(=O)/C(C#N)=N\Nc1ccc(Cl)cc1	2%
C#CC1CN(Cc2ccccc2)CC(C#C)N1C (configuration not stated)	-17%
CC(O)CN=c1cc(-c2ccccc2)oc2ccc(Cl)cc12 (configuration not stated)	-18%
CCN(c1ccc(NC(=O)COC(=O)c2ccc3ccccc3n2)cc1)C(C)C	-14%
CCOC(=O)c1cc(C(=O)Nc2cccc(C)c2)nn1C	-6%
O=C(CS(=O)CC(=O)N(CC(=O)NC1CCCC1)c1ccc2c(c1)OCCO2)Nc1ccc(F)cc1 (configuration not stated)	-2%
Cc1cc(OCC(O)CN(CCO)CCO)ccc1Cl (configuration not stated)	3%
CC(C)C(=O)OCCN=C1NS(=O)(=O)c2ccccc21	4%
O=C(NCc1ccccc1Cl)c1ccc2c(=O)n(CCCN3CCCC3=O)c(=S)[nH]c2c1	-13%
CC(=O)CC(C)=NCCN=C(C)CC(C)=O	-6%
COc1cc(C=C2C(=O)NC(=O)NC2=O)cc(I)c1OCc1ccc(Cl)cc1	24%
CCOC(=O)c1c(NC(=O)Cn2cnc([N+](=O)[O-])n2)sc2c1CCC2	-13%
O=S(=O)(c1ccc(F)cc1)N1CCCC(CO)C1 (configuration not stated)	-6%
Cc1ccc(CN(C(=O)c2cc(=O)c3cc(Cl)c(C)cc3o2)C2CCS(=O)(=O)C2)cc1 (configuration not stated)	-6%
Cc1cc(C)n(-c2nc(Nc3cccc(C(F)(F)F)c3)nc(-n3nc(C)cc3C)n2)n1	7%
Cc1ccc(C)c(C(=O)CN2C(=O)CCC2=O)c1	-2%
CCOc1ccc(-n2nc3ccc(NC(=O)c4ccc([N+](=O)[O-])o4)cc3n2)cc1	2%
Cc1cc2c(c(=O)n1Cc1ccccn1)C(C(C)C)C(C#N)=C(N)O2 (configuration not stated)	-21%
CN(CCOc1ccc(-c2ccn(S(=O)(=O)c3c(Cl)cccc3Cl)n2)cc1)c1ccccn1	-4%

mouse EphA4 binding: entries above that show a hit
SMILES	mouse EphA4 binding
c1ccc(-c2cn3nc(-c4ccccc4)c(-c4ccccc4)nc3n2)cc1	1.2µM*

(cont.)
SMILES	mouse EphA4 binding
CC(C)c1nc(SCC(=O)N2CCCC2)c2ccccc2n1	1%
COc1ccc(-c2cc(C(F)(F)F)nc(N3CCN(Cc4ccccc4)CC3)n2)cc1OC	-30%
Cc1cc(/C=C(\C#N)C(=O)NCc2cccs2)c(C)n1-c1ccccc1F	-2%
CC(C)(C)NC(=O)c1cccc(NC(=O)c2cccc(O)c2)c1	-2%
COc1ccc(C(=O)c2ccc(N3CCN(C(=O)c4ccc(F)cc4)CC3)c(F)c2)cc1Br	-6%
O=P(c1ccccc1)(c1ccccc1)C(O)c1ccncc1 (configuration not stated)	-5%
Cc1ccc(C(=O)/C=C(/N)C(F)(F)F)cc1	-8%
Cc1c(OCC(=O)c2ccccc2)ccc2c1oc(=O)c1ccccc12	-12%
C=CCNC(=O)N[C@@H](CCSC)C(=O)OC	-1%
CCC(=O)Nc1cc(C)c(NC(=O)c2ccccc2OC)cn1	-5%
CC(=O)c1cccc(NC(=O)c2cncc(Br)c2)c1	-8%
CCOC(=O)CSc1nc(Nc2ccc3c(c2)OCO3)c2ccccc2n1	7%
Cc1ccccc1N(CC(=O)NCCc1ccccc1)C(=O)c1ccc(N2CCCC2)nc1	-3%
O=C(c1ccccc1F)N1CCN=C1SCc1cccnc1	7%
CCc1nnc(NC(=O)CSc2nnc(-c3c[nH]c4ccccc34)n2C)s1	-16%
Cc1ccc(C(=O)N/C(=C/c2cccc3ccccc23)C(=O)N2CCCC2)cc1	-7%
Cc1ccsc1/C=N/n1c(-c2cccnc2)n[nH]c1=S	-13%
Cc1cc(C)cc(NC(=O)CSc2nnc(-c3ccccc3)n2N)c1	-9%
CS(=O)(=O)c1ccccc1-c1nc(-c2ccc(C(F)(F)F)cc2)no1	1%
COc1ccc(NC(=O)CNS(=O)(=O)c2ccc3nc(C)sc3c2)c(OC)c1	-6%
O=C(NC1CCCCC1)c1ccc(S(=O)(=O)NCc2cccnc2)cc1	-3%
COc1ccc(C(=O)N2CCN(c3ccc(F)cc3)CC2)cc1[N+](=O)[O-]	8%
CCOC(=O)C1CCN(S(=O)(=O)c2ccc3c4c(cccc24)C(=O)N3)CC1	-7%
O=C(Nc1nnc(-c2ccccc2Cl)o1)c1ccc(S(=O)(=O)N2CCCCCC2)cc1	2%
O=C(O)c1cccc(CSc2nc(-c3ccc(Cl)cc3)cc(C(F)(F)F)n2)c1	0%
(list continues)
SMILES	mouse EphA4 binding
COC(=O)C(C)Sc1nc2c(cnn2-c2ccc(C)cc2)c(=O)[nH]1 (configuration not stated)	-4%
COc1ccc(CCNC(=O)c2cc(-c3ccc4c(c3)OCO4)on2)cc1OC	-5%
Cc1ccc(S(=O)(=O)C(=O)Nc2cccc3nsnc23)cc1	14%
O=C(CSc1ccc2nnc(-c3ccc(F)cc3)n2n1)NCC1CCCO1 (configuration not stated)	-14%
Cc1cc(C(=O)N(C2CCCCC2)C2CCCCC2)no1	-6%
Cc1cccc(C)c1NC(=O)CSc1nnc(-c2ccco2)n1N	16%
CN(C)CCC#CC1(O)c2ccccc2-c2ccccc21	-2%
COc1ccc(-n2c(SCC(N)=O)nnc2-c2ccc(NS(=O)(=O)c3ccc(C)cc3)cc2)cc1	-4%
COc1cc(NC(=O)c2ccccc2)c(OC)cc1NC(=O)CN1CCN(c2ccccn2)CC1	12%
N/C(Cc1ccc([N+](=O)[O-])cc1)=N\OC(=O)COc1ccc2ccccc2c1	14%&-8%
COc1cccc(C2=NOC(C(=O)NCc3cccs3)C2)c1 (configuration not stated)	-2%
Cc1cccc(NC(=O)CN(C)S(=O)(=O)c2cnc[nH]2)c1	-10%
CCOC(=O)Cc1nnc(NC(=O)C(CC)Sc2nc(C)cc(C)n2)s1 (configuration not stated)	-5%
Cn1c(SCC(=O)NCc2ccc3c(c2)OCO3)nnc1-c1cc2ccccc2cc1O	-4%
Cc1ccc(CNCC2CCCO2)s1 (configuration not stated)	6%
COc1ccccc1NC(=O)N1CCCC(c2nc3c(nnn3Cc3ccc(C)cc3)c(=O)[nH]2)C1 (configuration not stated)	1%
CCC(C(=O)NCc1ccc(F)cc1)N(Cc1ccco1)C(=O)c1snc(C(N)=O)c1N (configuration not stated)	-8%
CCn1c(-c2ccc(N)cc2)nc2ccccc21	-4%
CCCNC(=O)C(C)n1c2ccccc2c2nc(=O)cc(C)n21 (configuration not stated)	-30%
Cc1ccc(C)c(C(=O)CSc2n[nH]c(-c3ccncc3)n2)c1	3%
CCn1c2ccccc2c2cc(NC(=S)N3CCOCC3)ccc21	-17%
COc1cc(OC)c(NC2=NCCCCC2)cc1Cl	-5%
O=C1NCCCC1C(=O)NCCN1C(=O)CCC1=O (configuration not stated)	-10%
Cc1ccc(/C=N/N2CCN(Cc3cccc4ccccc34)CC2)o1	-6%
CC(C)Oc1cccc(C(=O)Nc2ccc3oc(-c4ccncc4)nc3c2)c1	-9%
(further entries)
SMILES	mouse EphA4 binding
CCc1ccc(-c2nn(-c3cc(N4CCOCC4)ccc3[N+](=O)[O-])c(=O)c3ccccc23)cc1	-20%
CSc1ccccc1N1CCN(C(=O)Nc2ccc3c(c2)NC(=O)CO3)CC1	0%
Clc1ccc(Cl)c(OCCOCCN2CCOCC2)c1	-6%
O=c1c(-c2ccc(Cl)cc2)coc2c(CN3CCOCC3)c(O)ccc12	-13%
C=CCc1ccc(OCCCCN2CCC(C)CC2)c(OC)c1	-4%
O=C(NCc1cccnc1)/C(=C/c1ccco1)NC(=O)c1ccccc1	-12%
O=C(NCc1ccco1)C(=O)Nc1ccc([N+](=O)[O-])cc1	2%
CCOC(=O)c1c(NC(=O)c2c(C)noc2C)sc2c1CCCCC2	-6%
O=C(c1ccc(COc2ccccc2Br)o1)N1CCN(c2ccccn2)CC1	-13%
Cn1c(=O)cc(SCC(=O)N2CCN(c3ccccc3)CC2)c2ccccc21	0%
CCOC(=O)CC1C(=O)NCCN1S(=O)(=O)c1ccc(Cl)cc1Cl (configuration not stated)	-1%
COc1ccc(N(CC(=O)Nc2ccc(Cl)cc2C)S(=O)(=O)c2ccc(C)c([N+](=O)[O-])c2)cc1	-7%
Cc1ccc(Cn2ccc(NC(=O)C3C4CCC(C4)C3C(=O)O)n2)cc1 (configuration not stated)	-3%
COc1cc(C(=O)NCCOc2ccccc2Cl)cc(OC)c1OC	-2%
Cc1ccc(-n2c(=O)c3sccc3n(CC(=O)N3CCCC3)c2=O)cc1	4%
COc1cccc(C(C(=O)NCc2ccco2)N(C(=O)Cn2nnc3ccccc32)C2CC2)c1OC (configuration not stated)	-3%
CN1C(=O)/C(=C\c2ccc(OCCOc3ccc(Br)cc3)cc2)SC1=S	13%
O=C1CSC(c2ccccc2F)N1CCN1CCCCC1 (configuration not stated)	-6%
O=C(CCCn1c(=O)[nH]c2ccsc2c1=O)N1CCN(c2ccccn2)CC1	-8%
CCOc1ccccc1NC(=O)CCn1c(=O)oc2ccccc21	-7%

Individual results from above.
mouse EphA4 binding result of COc1ccc(N(CC(=O)Nc2ccc(Cl)cc2C)S(=O)(=O)c2ccc(C)c([N+](=O)[O-])c2)cc1 reads -7%
mouse EphA4 binding result of Cc1ccc(Cn2ccc(NC(=O)C3C4CCC(C4)C3C(=O)O)n2)cc1 (configuration not stated) reads -3%
mouse EphA4 binding result of O=C(CCCn1c(=O)[nH]c2ccsc2c1=O)N1CCN(c2ccccn2)CC1 reads -8%
